GALK inh = qHTS Assay for Inhibitors of Human Galactokinase (GALK): NCGC Sytravon Library Screen; P51570; recombinant GALK, Kinase-Glo ATP luminescence, 1 h; Potency, µM (highest dose often 57.5 µM), inactives show top-dose activity, negative = inhibition, most hits filed as inhibitors; 44,000 tested, under 10 active; AID 1347072, 2019;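 also: plate controls were full GALK reaction for no effect and reaction lacking GALK for full effect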
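Compounds were pinned into ATP buffer, then GALK-galactose mix was added (final 5 nM enzyme, 35 uM ATP, 100 uM galactose, pH 8.0). After 1 h at room temperature, Kinase-Glo Plus was added and luminescence read.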
p53null 32C tox = qHTS Screen for Compounds that Selectively Target Cancer Cells with p53 Mutations: Cytotoxicity of p53 Null Cells at the Permissive Temperature; H1299-neo p53 null cells, ATP luminescence, 24 h, 32C; Potency, µM (highest dose often 46.1 µM), without a hit: top-dose activity change, negative = cytotoxicity, usual class: cytotoxic; 55,000 compounds, 0.62% hits; AID 903, 2007;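 also: potency is read from the fitted curve at half-maximal effect; 0% = DMSO only and -100% = full killing by 100 µM tamoxifen; nearly all actives have a fitted effect of over 55% in size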
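H1299-neo (p53-null) cells, 600/well, were pre-incubated overnight at 37C, then exposed to compounds at up to 46 uM for 24 hr at 32C. Viability was measured as ATP content by luminescence, and AC50 values came from Hill fits.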
B2AR arrestin ag = qHTS assay of beta-arrestin-biased ligands of beta2-adrenergic receptor: NCGC Sytravon Library Screen. Potency, µM (series often up to 46.1 µM), for inactives: top-dose activation, actives largely listed as activators. 44,000 tested, under 10 active. Beta-2 adrenergic receptor (Homo sapiens), P07550. AID 1347077, 2019. HTLA Tango cells, beta-arrestin recruitment, luciferase luminescence, 18 h;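 also: potency is read from the fitted curve at half-maximal effect; 0% = DMSO and full agonism = EC100 isoproterenol or metaproterenol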
Target sequence (P07550 whole entry, looked up): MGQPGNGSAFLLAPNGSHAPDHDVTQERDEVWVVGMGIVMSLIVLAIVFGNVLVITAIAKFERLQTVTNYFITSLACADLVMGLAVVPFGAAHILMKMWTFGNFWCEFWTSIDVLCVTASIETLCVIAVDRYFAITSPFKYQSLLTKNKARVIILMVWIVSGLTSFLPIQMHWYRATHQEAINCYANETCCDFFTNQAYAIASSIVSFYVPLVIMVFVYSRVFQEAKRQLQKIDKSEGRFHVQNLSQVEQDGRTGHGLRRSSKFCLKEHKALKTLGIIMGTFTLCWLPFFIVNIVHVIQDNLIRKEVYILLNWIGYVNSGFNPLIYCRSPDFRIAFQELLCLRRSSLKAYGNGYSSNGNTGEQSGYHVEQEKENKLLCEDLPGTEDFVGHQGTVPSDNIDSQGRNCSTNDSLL
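Luminescence read-out: arrestin recruitment to recombinant beta2-AR releases tTA, inducing luciferase. Cells exposed 18 hr at 37 degrees C to up to 46 microM compound; %Activity from corrected signal, concentration-response curves classified by r2, magnitude and efficacy.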
p53null 39C tox = qHTS Screen for Compounds that Selectively Target Cancer Cells with p53 Mutations: Cytotoxicity of p53 Null Cells at the Nonpermissive Temperature | Potency, µM (doses to about 46.1 µM), for the others: at the top dose activity, negative = cell killing, actives largely listed as cytotoxic | AID 904, 2007 | H1299 p53-null (neo) cells, 39C, ATPlite viability, 24 h | 55,000 compounds, 0.97% hits;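 also: potency is read from the fitted curve at half-maximal effect; 0% = DMSO only and -100% = full killing by 100 µM tamoxifen; nearly all actives have a fitted effect of over 50% in size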
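Luminescent ATP signal reported cell survival after H1299 lines (neo, p53 null; or p53 A138V) received up to 46 uM compound and 24 hr incubation at 39C.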
TSG101-PTAP inh = qHTS Validation Assay for Inhibitors of HIV-1 Budding by Blocking the Interaction of PTAP/TSG101: Sytravon Library Screen. 44,000 tested, under 10 active. Potency, µM (top dose mostly 115 µM), inactives show at the highest dose activity change, negative = inhibition, most hits filed as inhibitors. AID 1347069, 2019. Fluorescence polarization, FITC-PTAP peptide/Tsg101, 20 min. Tumor susceptibility gene 101 protein (Homo sapiens), Q99816; also: potency is read from the fitted curve at half-maximal effect; 0% is about no effect
Target sequence (Q99816 whole entry, looked up): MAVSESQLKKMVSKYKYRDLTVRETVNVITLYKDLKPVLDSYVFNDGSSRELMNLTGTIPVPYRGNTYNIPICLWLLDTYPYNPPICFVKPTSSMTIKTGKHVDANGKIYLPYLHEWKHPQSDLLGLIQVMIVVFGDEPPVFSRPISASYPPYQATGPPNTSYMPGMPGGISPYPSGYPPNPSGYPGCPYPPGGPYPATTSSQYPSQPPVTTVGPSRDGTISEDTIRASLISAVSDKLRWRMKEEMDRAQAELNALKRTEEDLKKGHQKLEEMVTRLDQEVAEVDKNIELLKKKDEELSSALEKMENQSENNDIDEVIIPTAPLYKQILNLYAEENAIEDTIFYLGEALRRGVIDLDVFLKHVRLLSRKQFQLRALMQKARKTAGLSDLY
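Read-out is FITC fluorescence polarization. Compounds were added to Tsg101 binding domain (10 uM final), then FITC-PTAP peptide (50 nM final), 20 min at r.t. Total S+P intensity flags fluorescent compounds.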
FH mod = Identification of activators of human fumarate hydratase by quantitative high-throughput screening; Fumarate hydratase, mitochondrial (Homo sapiens), P07954; Potency, µM (series often up to 79.9 µM), for the others: at the highest dose activity change, negative = inhibition, actives largely listed as inhibitors; 54,000 compounds, 0.22% hits; FH coupled MDH/diaphorase resazurin fluorescence, 15 min; also: potency is read from the fitted curve at half-maximal effect; % is scaled to controls: 0 for no effect and ±100 for the full control effect; the screen sought activators but most active calls are inhibition curves; nearly all actives have a fitted effect of over 45% in size
NTMT1 inhibitor = Primary qHTS for Inhibitors of N-terminal methyltransferase 1 (NTMT1): MTaseGlo Assay. NTMT1 MTase-Glo SAH luminescence, purified enzyme. Potency, µM (highest dose often 114 µM), for inactives: at the highest dose activity change, negative = inhibition, actives largely listed as inhibitors. 59,000 compounds, 2.5% hits. AID 1645870, 2021;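 also: potency is read from the fitted curve at half-maximal effect; plate controls were DMSO vehicle for no effect and no enzyme for full effect; nearly all actives have a fitted effect of over 65% in size; many of its hits are not listed in these tables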
Target sequence (Q9BV86 whole entry, looked up): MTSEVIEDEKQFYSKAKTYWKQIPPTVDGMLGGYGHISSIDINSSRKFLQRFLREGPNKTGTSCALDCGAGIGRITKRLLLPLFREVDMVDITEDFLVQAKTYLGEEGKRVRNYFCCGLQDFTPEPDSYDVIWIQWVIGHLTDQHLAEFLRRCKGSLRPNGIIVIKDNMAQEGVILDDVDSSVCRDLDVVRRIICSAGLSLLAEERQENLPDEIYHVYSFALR
* = called active by the depositor; ? = inconclusive; nt = not tested or not shown; [ ] = another dose, or the depositor's remark. Calls follow the shape of the dose curve; as a rule, active = well fitted curve in the direction sought with a large enough effect; inconclusive = small, poorly fitted or top-dose-only effect, or another doubt; inactive = no such curve, though single readings can be large; an effect the other way counts as inactive or inconclusive.

#	SMILES	GALK inh	p53null 32C tox	B2AR arrestin ag	p53null 39C tox	TSG101-PTAP inh	FH mod	NTMT1 inhibitor
1	Cc1nn(C(C)C(=O)NCc2ccc(OC(C)C)cc2)c(=O)c2c1sc1ccccc12 (configuration not stated)	0%	?	-1%	?	2%	-20%	-2%
2	COc1cccc(Cn2ccn(-c3ccc(F)cc3)c(=O)c2=O)c1	1%	-3%	0%	-30%	0%	-16%	-6%
3	CC(=O)N1CCc2c(sc3c2c(=O)n(-c2cc(Cl)ccc2C)c(=O)n3C)C1	1%	-2%	0%	-5%	-8%	-4%	-19%
4	COc1cccc(C2C(C(=O)Nc3ccc(Cl)cc3)=C(C)Nc3c(C(=O)Nc4ccccc4)cnn32)c1OC (configuration not stated)	-1%	31%[activator]	0%	11%	0%	-19%	?
5	Cc1cc2c(cc1S(=O)(=O)CCC(=O)NCc1ccccc1)OCC(=O)N2	0%	14%	0%	?	-4%	-2%	5%
6	CCN1CCN(C(=O)c2ccc3c(c2)N(Cc2ccc(F)cc2)C(=O)c2ccccc2S3(=O)=O)CC1	0%	-2%	-2%	14%	-5%	-10%	-11%
7	CCOC(=O)c1cnn(-c2ccc(C(=O)Nc3cccc(C(C)=O)c3)cc2)c1N	-7%	-3%	-3%	1%	-1%	1%	4%
8	CCOc1ccc(-c2cnc(NCc3ccc(C(F)(F)F)cc3)n2C)cc1	9%	?	0%	?	-2%	-10%	-4%
9	CCc1ccccc1NC(=O)Cn1nnc(C(=O)NCc2cccs2)c1N	7%	17%	-2%	6%	-3%	-3%	-3%
10	Cc1nc2cccnc2n1C1CCN(S(=O)(=O)N(C)C)CC1	2%	-7%	0%	-14%	-5%	nt	nt
11	CCc1nn2c(=O)cc(COC(=O)c3ccccc3NC(=O)COc3ccc(F)cc3)nc2s1	-2%	-16%	0%	0%	-1%	-22%	-2%
12	O=C(C1CCN(c2ncnc3c2nc2n3CCCCC2)CC1)N1CCN(c2cccc(Cl)c2)CC1	-8%	7%	0%	-23%	-7%	?	-9%
13	COc1cccc([C@@H]2Nc3ccc(C(=O)O)cc3[C@@H]3C=CC[C@@H]32)c1OC	0%	-9%	0%	-11%	-1%	-12%	-6%
14	O=C(COc1ccccc1Cl)OCc1cc(=O)n2nc(C3CCCCC3)sc2n1	1%	3%	1%	10%	0%	-14%	15%
15	Cn1c(-n2cccc2)c(-c2c(-c3ccc(F)cc3)[nH]c3c2c(=O)[nH]c(=O)n3C)c(=O)[nH]c1=O	2%	-4%	-5%	0%	-3%	-4%	11%
16	CCC(=O)N1CCc2cc(S(=O)(=O)NCCC(=O)Nc3cccc(SC)c3)ccc21	1%	-2%	-2%	12%	19%	-3%	-3%
17	CCOc1ccccc1CNC(=O)CN1C(=O)C2CCCCN2c2ccc(C(=O)N(C)C)cc21 (configuration not stated)	3%	2%	7%	10%	4%	-12%	5%
18	COC(=O)c1ccc(OCC(O)Cn2cnc3cc(C)c(C)cc32)cc1 (configuration not stated)	-11%	-11%	?	-18%	0%	-1%	3%
19	CCCn1c(=O)c2sccc2n2c(CCCC(=O)N3CCN(c4cccc(Cl)c4)CC3)nnc12	-6%	3%	0%	?	-2%	-12%	-1%
20	Cc1ccccc1NC(=O)c1c(C)oc2ccc(O)c(CN3CCCC(C)C3)c12 (configuration not stated)	4%	5%	6%	4%	0%	nt	nt
21	CCCN(CCC)CCCNC(=O)Cn1cnc2onc(-c3ccc(F)cc3)c2c1=O	-1%	0%	0%	-8%	-1%	-9%	-18%
22	CCCCn1c(=O)n(-c2ccc(Br)cc2F)c(=O)c2c3c(sc21)CN(C(C)=O)CC3	6%	-6%	-2%	-6%	-12%	-3%	?
23	CCc1ccc2oc(C(=O)Nc3cccc(Cl)c3C)cc(=O)c2c1	0%	-2%	-1%	-4%	-2%	-7%	?
24	CC(C)c1ccc2oc(-c3ccc(Cl)c(NC(=O)Cc4ccccc4)c3)nc2c1	0%	-3%	-2%	0%	4%	nt	nt
25	CSc1ncc(C(=O)NCc2cccc(Br)c2)c(-c2ccccc2)n1	1%	5%	0%	3%	-5%	4%	?
26	COc1ccc(N2CCN(C(=O)c3cc(S(=O)(=O)N4CCCCCC4)cn3C)CC2)cc1	1%	-12%	-1%	-13%	-4%	-23%	-18%
27	O=C1C(c2cccc(Br)c2)N(CCc2ccccc2)C(=O)CN1C1CCCCC1 (configuration not stated)	-1%	-8%	-1%	10%	-1%	-6%	-1%
28	CCOc1ccc(CCNC(=O)Cn2c(-c3cccs3)cc3cc(F)ccc32)cc1OCC	-2%	0%	-2%	-18%	5%	-10%	24%
29	COc1ccc(OC)c(C(C)NC(=O)Cn2c(=O)cc(C)c3c(C)nn(-c4ccc(C)cc4)c32)c1 (configuration not stated)	-6%	-1%	4%	-20%	-2%	16%	19%
30	Cc1ccc2oc(=O)c3cnn(CC(=O)N4CCN(c5ccccc5)CC4)c3c2c1	0%	-6%	1%	-14%	-1%	1%	1%
31	Cc1ccc(NS(=O)(=O)c2ccc3c(c2)CC(C)N3C(=O)C2CCC2)cc1Cl (configuration not stated)	-7%	40%[activator]	1%	-5%	-5%	nt	nt
32	CC(=O)N1CCCc2cc(S(=O)(=O)N3CCCC(C(=O)NCc4ccccc4)C3)ccc21 (configuration not stated)	-5%	1%	-1%	3%	0%	22%	2%

Entries listed so far with an aryl thioether with sulfur outside any ring, in the order listed:
#	SMILES	GALK inh	p53null 32C tox	B2AR arrestin ag	p53null 39C tox	TSG101-PTAP inh	FH mod	NTMT1 inhibitor
16	CCC(=O)N1CCc2cc(S(=O)(=O)NCCC(=O)Nc3cccc(SC)c3)ccc21	1%	-2%	-2%	12%	19%	-3%	-3%
25	CSc1ncc(C(=O)NCc2cccc(Br)c2)c(-c2ccccc2)n1	1%	5%	0%	3%	-5%	4%	?

Further compounds.
#	SMILES	GALK inh	p53null 32C tox	B2AR arrestin ag	p53null 39C tox	TSG101-PTAP inh	FH mod	NTMT1 inhibitor
33	CCOC(=O)c1[nH]c2ccccc2c1NC(=O)c1ccc(OCC)cc1	-3%	-7%	-2%	-8%	1%	-3%	9%
34	O=C(OCc1ccccc1Cl)c1ccc(-c2nnn(Cc3ccccc3)n2)cc1	0%	0%	1%	9%	-2%	-7%	17%
35	COc1ccc(S(=O)(=O)n2nc(-c3ccco3)nc2NCc2ccc(C(C)C)cc2)cc1	3%	-3%	-4%	4%	-1%	?	5%
36	CCc1ccc(CNC(=O)C2CCN(c3nn4cc(-c5ccc(OC)cc5)nc4s3)CC2)cc1	-4%	-13%	0%	-7%	5%	4%	6%
37	CCOC(=O)c1ccc(Nc2c(-c3ccc(OC)cc3)nc3nc[nH]n23)cc1	0%	16%	0%	3%	-6%	-20%	-13%
38	COc1cc(OC)c(NC(=O)CCn2cnc3onc(-c4ccc(F)cc4)c3c2=O)cc1Cl	2%	1%	0%	-17%	-1%	-18%	7%
39	O=C(NCC1CCN(Cc2cccc(Cl)c2)CC1)Nc1ccc(F)c(Cl)c1	0%	4%	1%	?	-7%	?	-13%
40	CCCS(=O)(=O)c1ncc(Cl)c(C(=O)N(Cc2ccccc2)Cc2ccco2)n1	1%	22µM*	-1%	?	-1%	-19%	-9%
41	COc1ccccc1N1CCN(C(CNC(=O)C(=O)NCc2ccc(C)cc2)c2cccnc2)CC1 (configuration not stated)	2%	-3%	0%	-12%	0%	4%	11%
42	COc1ccc(C(=O)c2sc(Nc3ccccc3)nc2N)cc1	-3%	10%	1%	8%	0%	21%	2%
43	O=C(Nc1ccc2nc(SCC(=O)N3CCOCC3)sc2c1)c1cccc(Cl)c1	6%	32µM*	-5%	?	0%	-26%	16%
44	COc1ccc(C(=O)NCc2nnc(SCC(=O)Nc3ccccc3)n2-c2ccccc2)cc1	-1%	0%	-2%	2%	-6%	-11%	2%
45	Nc1nnc(SCC(=O)Nc2ccccc2)s1	0%	1%	1%	9%	-4%	3%	2%
46	COc1ccc(CCNC(=O)CCCCn2c(=O)c3ccccc3n(CC(=O)Nc3c(C)cccc3C)c2=O)cc1OC	4%	-10%	-2%	?	-7%	-31%	?
47	O=C(NCCc1ccccc1)c1cc(Nc2ccccc2)nc2ccccc12	-2%	-2%	2%	14%	-1%	-25%	-5%
48	CCC(=O)Oc1c(Sc2ccc(Cl)cc2)c(C)nn1C(C)(C)C	4%	14%	1%	-24%	2%	-6%	11%
49	COc1ccc(NC(=O)CSc2cn(CCNC(=O)c3c(F)cccc3F)c3ccccc23)cc1	-2%	nt	-1%	nt	-5%	4%	11%
50	COc1ccc(CCNc2nc3cc(OC)c(OC)cc3c3nc(-c4ccccc4)nn23)cc1OC	-1%	2%	1%	20%	1%	?	3%
51	Cc1cc(-c2ccc(C)c(S(=O)(=O)Nc3ccc(C)c(N(C)C)c3)c2)on1	0%	9%	0%	-13%	0%	-19%	-1%
52	CCOc1ccc(NC(=O)CC2C(=O)N(c3ccc(OC)cc3)C(=O)N2CCC2=CCCCC2)cc1 (configuration not stated)	5%	?	0%	-18%	-2%	-21%	1%
53	COc1ccc(CNC(=O)C2=Cc3cccc(OC)c3OC2)cc1OC	0%	-7%	0%	?	0%	2%	2%
54	COc1ccc(CN(C(=O)Nc2cccc(OC)c2)C2CCN(C(C)=O)CC2)cc1	0%	23%	6%	13%	-5%	-8%	23%
55	CCOc1ccccc1CNC(=O)CN1C(=O)c2cccnc2Oc2ccc(C)cc21	1%	7%	2%	2%	2%	-2%	?
56	COc1ccc2oc(-c3ccc(C)c(NC(=O)COc4cc(C)cc(C)c4)c3)nc2c1	7%	-16%	0%	-12%	0%	1%	5%
57	COc1ccc(NC(=O)c2sc3nc(C)c(C(=O)Nc4ccc(C)cc4C)c(-c4ccccc4Cl)c3c2N)cc1	-3%	5%	0%	-11%	2%	-13%	20%

A portion of the library; count on the stated rates, not on these rows.
